Screening data from PubChem.
Insulin prom inh: inhibitors of insulin promoter-driven GFP, primary screen, imaging, TRM-6 cells (human fetal islet line), eGFP reporter, cell count | reporter expression induced with tamoxifen | inhibition, % at 2 µM | 130,000 compounds, 0.9% hits;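 active means inhibition above the mean plus 3 SD, with well images judged a real hit on visual review, cut at about 60% in these data, passing the limit was not always enough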
SDO1 yeast rescue: growth rescue of sdo1-depleted yeast, primary screen, S. cerevisiae, bone marrow failure model; S. cerevisiae sdo1-depleted JHY4D growth rescue, OD600 30 h; stronger effect = higher value; pdr5 snq2 efflux-pump mutant strain; z-score at 10 µM; 140,000 compounds, 0.21% hits;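 active means z-score above 3 at both the 24 hr and the 30 hr optical density reads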;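 further: z-score against mean and SD of all compound wells on the same plate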
SDO1 yeast rescue Rescue 24 h: further read-out of SDO1 yeast rescue, marked with its call; z-score; S. cerevisiae sdo1-depleted JHY4D growth rescue, OD600; measured here: growth rescue at 24 h;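 0 is the plate mean of compound wells and units are plate SD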
The depositor's hits bear a star; nt = no result given.

SDO1 yeast rescue Rescue 24 h	SMILES	Insulin prom inh	SDO1 yeast rescue
-1.4	CN1/C(=C\C(=O)Nc2ccc(Br)cc2)C(C)(C)c2ccccc21	0	-1.9
nt	CCc1nnc(NC(=O)CSc2nc(SC)ns2)s1	55	nt
0.85	CC1=C(C(=O)OC(C)C)C(c2ccc(C)o2)NC(=O)N1 (stereo not drawn)	31	0.58
-1.3	O=C(Oc1cccnc1)c1ccc(Cl)c(Cl)c1	22	-0.34
-0.72	O=C(OCC#CCSc1nnc(-c2ccc([N+](=O)[O-])cc2)o1)c1cccs1	6	-1
0.33	COCCN1Cc2cccc(C(=O)N3CCN(c4ccccc4)CC3)c2C1=O	nt	0.95
nt	COc1ccccc1OCCN(C#N)c1nc(N(C)C)nc(N(C)C)n1	33	nt
0.2	COc1ccc(Cl)cc1C(=O)Nn1cnc2ccccc2c1=O	nt	-0.15
-0.85	COc1ccc(NC(=O)C2=C(C)C(=O)OC23CCC(C)CC3)c(OC)c1 (stereo not drawn)	nt	-0.42
nt	CCOC(=O)c1cnc2c(-c3ccc(Cl)cc3)cnn2c1C	-71	nt
-1.2	Cc1ccc(Nc2nc(-c3c(C)n(C)n(-c4ccccc4)c3=O)c(C)s2)cc1	nt	-0.89
0.44	CCOC(=O)Oc1ccc2oc(C)c(C(=O)OCCOC)c2c1	0	0.4
1.8	COc1ccc(CCNC(=O)CCC(=O)N2CCN(S(=O)(=O)c3ccc(Cl)cc3)CC2)cc1OC	9	1.2
1.6	COc1cc2[nH]c(=O)n(CCCCCC(=O)N3CCN(c4ccccc4)CC3)c(=O)c2cc1OC	-8	0.97
1.4	CC/C(O)=N\S(=O)(=O)c1ccc(N=NN(C)C)cc1	67	0.86
-0.64	Cc1cc2n(n1)C(c1ccc(O)cc1)Nc1ccccc1-2 (stereo not drawn)	-23	-0.37
-0.01	O=C(c1ccccc1)N1CCC(=O)N1c1ccccc1	-3	0.41
0.13	COC(=O)[C@@H](NC(=O)Nc1ccc(C(C)=O)cc1)C(C)C	nt	0.82
nt	O=C(CCN1C(=O)c2ccccc2C1=O)NCCCn1ccnc1	-17	nt
nt	CCOC(=O)C1=C(O)/C(=C/c2ccc(OCC(=O)O)c(OCC)c2)SC1=Nc1ccccc1	36	nt
-0.34	Cc1ccccc1Cn1c(=O)n(Cc2ccco2)c(=O)c2ccccc21	42	-1.3
1.9	Cc1ccc(CN(c2ccc(C(=O)Nc3ccc4c(c3)OCO4)cc2)S(C)(=O)=O)cc1	nt	0.62
0.61	O=P(O)(CN1CCCCCC1)CN1CCCCCC1	4	0.84
0.46	CC(C)C(=O)NC(Nc1cc(C(F)(F)F)ccc1Cl)C(Cl)(Cl)Cl (stereo not drawn)	-20	-0.15
-0.82	COC(=O)c1ccc(-c2ccco2)n1Cc1cc(C)ccc1C	-32	-0.72
-0.43	Cc1cnc(C(=O)Nc2ccc3c(c2)CCC3)cn1	-24	0.03
1.6	O=C(NCCCN1CCOCC1)c1ccc2c(=O)n(CCc3ccccc3)c(=O)[nH]c2c1	-17	1.5
-0.25	Cc1[nH]nc2c1C(c1ccccc1F)CC(=O)N2 (stereo not drawn)	21	0.45
nt	NC(=O)c1sc2nc(-c3ccccc3)c3c(c2c1N)CCCC3	40	nt
0.82	CCn1cc(NC(=O)Nc2ccccc2C(=O)OC)c(C(N)=O)n1	49	1.9
nt	CCn1c(C)c(C(C)=O)c(N2CCN(c3ccc(OC)cc3)CC2)nc1=S	-10	nt
-0.12	CCCCn1c(=N)n(CC(O)COc2ccc(C)cc2)c2ccccc21 (stereo not drawn)	nt	0.33
-1.6	Cn1c(=O)c2c(nc(N3CCCCCC3)n2CC(=O)c2ccccc2)n(C)c1=O	9	-2.1
-0.21	Cc1ccc(C(=O)Oc2ccccc2N2C(=O)C3C4CCC(C4)C3C2=O)cc1 (stereo not drawn)	-30	-1
0.12	CC(/C=N/NC(=O)Cn1cnc2c1c(=O)n(C)c(=O)n2C)=C\c1ccccc1	-50	0.78
-0.52	Cc1ccc(-c2nnn(CC(=O)NC3CC4CCC3C4)n2)cc1 (stereo not drawn)	-17	-0.41
-1.1	O=C(COC(=O)c1ccccc1NC(=O)C1CC1)c1ccc2c(c1)OCCO2	nt	-0.87
nt	CC(=O)N1N=C(c2cccs2)CC1c1ccc(C)o1 (stereo not drawn)	82*	nt
-0.22	CC1CC(C)CN(C(=O)CN2CCN(Cc3ccc(Cl)cc3)C2=O)C1 (stereo not drawn)	0	-0.31
nt	CCNc1ccc(S(=O)(=O)N(C)C)cc1[N+](=O)[O-]	-457	nt
-0.99	Cc1ccc(Nc2nc(N)c([N+](=O)[O-])c(NCc3ccco3)n2)cc1	-6	-1.2
-1.3	COc1cccc(C(=O)CN2CCC(NC(=O)NC3CCCCC3)CC2)c1	6	-0.39
-0.78	Cc1nn(-c2nc3ccccc3n2Cc2ccccc2)c2c1C(=O)CC(C)(C)C2	-23	-1.4
0.16	O=C(CN(C(=O)Cn1nnc(-c2cccs2)n1)c1ccc2c(c1)OCCO2)NCc1ccccc1	18	1
-1.2	Cc1ccc(N(CC(O)CN(C)C)S(=O)(=O)c2ccccc2)cc1 (stereo not drawn)	-14	-0.38
-0.06	CSc1nc(-c2ccc(Cl)cc2)nn1C(=O)c1ccccc1	79*	0.15
0.64	CCOC(=O)c1cc(-c2ccco2)nc2c1c(C)nn2-c1ccccc1	3	-0.81
-0.21	O=C(NCc1ccc2c(c1)OCO2)c1ccc(Cl)c(S(=O)(=O)NCc2ccccc2)c1	-41	-0.49
0.48	Cc1ccccc1NS(=O)(=O)c1cc(C(N)=O)ccc1C	-21	1
-0.47	CC(C)Oc1ccc(CNC(=S)N/N=C/c2cccnc2)cc1	nt	-0.92
4.4	COc1ccccc1CN1CC(C(=O)N2CCN(c3ccc(F)cc3)CC2)CC1=O (stereo not drawn)	-35	1.4
0.52	CCCN1CCN(C(=O)c2cn(CC(C)C)c(=O)c3cc(OC)c(OC)cc23)CC1	-3	0.7
nt	CNc1cc(F)nc(F)n1	6	nt
0.64	CC(=O)c1c(C)nc2ccc(Br)cc2c1C(=O)O	nt	0.89
0.31	CCn1c(COc2cccc(C)c2)nnc1SCC(=O)N1CCCC1	-36	0.1
-0.47	CC(C)CC(C)NNC(=O)c1cc2ccccc2[nH]1 (stereo not drawn)	nt	-0.15
nt	O=C(Cn1ccc([N+](=O)[O-])n1)NCc1nc2ccccc2[nH]1	-59	nt
0.86	CCNC(=S)NNC(=O)c1cccn(Cc2ccc(Cl)cc2Cl)c1=O	54	0.96
-0.65	CCOc1ccc(NC(=O)c2ccc(CNc3c(NC4CCCCC4)c(=O)c3=O)cc2)cc1	nt	-0.12
nt	CC(=O)Nc1ccc(NC(=O)C23CC4CC(C2)CC(n2cnc(Br)n2)(C4)C3)cc1	-39	nt

Following part.
SDO1 yeast rescue Rescue 24 h	SMILES	Insulin prom inh	SDO1 yeast rescue
-0.76	Cc1nn(C(C)c2n[nH]c(=S)n2-c2ccc(F)cc2)c(C)c1[N+](=O)[O-] (stereo not drawn)	21	0.38
-0.98	COc1cc(C(=O)NCCC(=O)NC2CCCCCCC2)cc(OC)c1OC	8	-0.77
nt	COC(=O)CNC(=O)COC(=O)/C=C/c1ccccc1[N+](=O)[O-]	67	nt
0.8	Cc1ccc(CNC(=O)C(NS(=O)(=O)c2ccc3nc(C)sc3c2)C(C)C)cc1 (stereo not drawn)	nt	0.8
nt	Cc1ccc(C(=O)N(C)CC(=O)Nc2ccc(F)c(F)c2F)o1	14	nt
-0.29	O=S(=O)(NCC1CCCO1)c1ccc2c(c1)OCCO2 (stereo not drawn)	62	0.07
-0.89	Cc1ccc(-n2c(Cc3cccs3)nnc2SCC(=O)Nc2ccc(F)c(F)c2)cc1	-46	-1.7
0.35	COc1ccc(C/C(=N\O)c2ccc(OC)cc2)cc1	31	0.12
0.31	CCCc1nc(N)nc2c1C(=O)CC(C)(C)C2	26	0.38
-0.76	COC(=O)c1cc(=O)n(CCc2ccc(OC)c(OC)c2)c(=Nc2ccc(F)c(Cl)c2)s1	nt	-1.1
-1.5	O=C(Nc1ccc2c(c1)OCO2)C1CC(c2ccc(F)cc2)=NO1 (stereo not drawn)	25	-0.8
0.66	O=C(COc1ccc([N+](=O)[O-])cc1)N/N=C/c1cc([N+](=O)[O-])ccc1N1CCOCC1	-148	0.93
-1.3	CC1CCCCN1S(=O)(=O)c1ccc2c(c1)CCN2C(=O)CCC(=O)O (stereo not drawn)	-56	-0.01
0.16	CCC(=O)Nc1ccc(-c2nn3c(C)nnc3s2)cc1C	17	0.78
0.08	O=C(NCc1ccccc1)C(c1ccccc1)N(Cc1cccs1)C(=O)c1cnccn1 (stereo not drawn)	nt	-0.02
-1.1	Cc1cccc(CSc2ccc(-c3ccco3)nn2)c1	nt	-0.87
nt	O=C(N/C(=C\c1ccc(-c2ccccc2)o1)C(=O)N1CCOCC1)c1ccccc1	-79	nt
-0.97	COc1ccc(C2/C(=C(\O)c3cccc(OC)c3)C(=O)C(=O)N2c2ccccn2)cc1 (stereo not drawn)	-33	-0.71
0.08	COc1cccc(N2CCN(C(=O)CCn3c(=S)[nH]c4cc5c(cc4c3=O)OCO5)CC2)c1	nt	0.24
nt	COCCn1c(C)cc(C(=O)CSc2nnc3scc(-c4ccc(Cl)cc4)n23)c1C	-3	nt
-1.2	COc1cnc(SCc2ccc(Cl)cc2)nc1Cl	nt	-0.64
-1.6	COc1ccc(S(=O)(=O)N2CCC(NC(=O)Nc3ccc(C)cc3)CC2)cc1	-3	-0.4
-0.47	O=C(c1cccc(F)c1)N1CCN(C(=O)c2cc(-c3ccc(Cl)cc3Cl)on2)CC1	38	-1.6
0.76	COc1cc(C)c(Br)cc1S(=O)(=O)N1CCCC1	3	0.96
-1.5	Cc1cc(Br)c(S(=O)(=O)n2nnc3ccccc32)cc1C	25	0.77
0.86	COc1ccc(NC(=O)C(c2ccc(OC)cc2)N(C)C(=O)CC2NC(=O)NC2=O)cc1 (stereo not drawn)	36	1.1
-0.26	CCCCCc1nnc(NC(=O)C2CCCO2)s1 (stereo not drawn)	14	0.37
0.56	COc1ccc(CSc2nc(C)cc(=O)[nH]2)cc1	-22	0.41
-0.78	CN(C(=O)CSc1ncccc1C(=O)O)c1ccccc1	nt	-0.36
2.4	COc1ccc2[nH]c(=O)c(CN(C(=O)C3CCCO3)c3ccc(C)cc3)cc2c1 (stereo not drawn)	-6	1.5
-0.91	Cc1ccc(C(=O)OCC(=O)Nc2ccc(N(C)C)cc2)cc1NC(=O)c1ccco1	-5	0.38
15*	c1ccc(Oc2cccc(NC3=NCCC3)c2)cc1	nt	15*
-0.23	ON1C(c2ccc(Cl)cc2Cl)N(O)[C@H]2CCCC[C@H]21 (stereo partly drawn)	16	-0.1
0.02	O=C(NC(=S)NCC1CCCO1)c1ccccc1Br (stereo not drawn)	-13	-0.32
-0.03	CN1C(C)(C)CC(=NOC(=O)c2ccccc2)CC1(C)C	nt	0.38
1.5	O=C(c1ccco1)c1nc2c(n1O)CCCCC2	8	0.35
0.24	Cc1sc2c(c1C)CN(Cc1ccncc1)CN2C(=O)c1ccco1	13	0.8
1.2	CCN(CC)S(=O)(=O)c1ccc(Cl)c(C(=O)Nc2nnc(C)s2)c1	0	1.4
-0.25	O=C(CN1CCN(c2ccc(F)cc2)CC1)OCc1ccccc1	-221	-0.95
-0.29	COc1ccc2c(c1)cc(C(=O)O)n2C	-8	-0.09

At a glance, part of the list above.
SDO1 yeast rescue Rescue 24 h	SMILES	Insulin prom inh	SDO1 yeast rescue
-0.47	O=C(c1cccc(F)c1)N1CCN(C(=O)c2cc(-c3ccc(Cl)cc3Cl)on2)CC1	38	-1.6
0.76	COc1cc(C)c(Br)cc1S(=O)(=O)N1CCCC1	3	0.96
-1.5	Cc1cc(Br)c(S(=O)(=O)n2nnc3ccccc32)cc1C	25	0.77
0.86	COc1ccc(NC(=O)C(c2ccc(OC)cc2)N(C)C(=O)CC2NC(=O)NC2=O)cc1 (stereo not drawn)	36	1.1
-0.26	CCCCCc1nnc(NC(=O)C2CCCO2)s1 (stereo not drawn)	14	0.37
0.56	COc1ccc(CSc2nc(C)cc(=O)[nH]2)cc1	-22	0.41
-0.78	CN(C(=O)CSc1ncccc1C(=O)O)c1ccccc1	nt	-0.36
2.4	COc1ccc2[nH]c(=O)c(CN(C(=O)C3CCCO3)c3ccc(C)cc3)cc2c1 (stereo not drawn)	-6	1.5
-0.91	Cc1ccc(C(=O)OCC(=O)Nc2ccc(N(C)C)cc2)cc1NC(=O)c1ccco1	-5	0.38
15*	c1ccc(Oc2cccc(NC3=NCCC3)c2)cc1	nt	15*
-0.23	ON1C(c2ccc(Cl)cc2Cl)N(O)[C@H]2CCCC[C@H]21 (stereo partly drawn)	16	-0.1
0.02	O=C(NC(=S)NCC1CCCO1)c1ccccc1Br (stereo not drawn)	-13	-0.32
-0.03	CN1C(C)(C)CC(=NOC(=O)c2ccccc2)CC1(C)C	nt	0.38
1.5	O=C(c1ccco1)c1nc2c(n1O)CCCCC2	8	0.35

Next section:
SDO1 yeast rescue Rescue 24 h	SMILES	Insulin prom inh	SDO1 yeast rescue
-0.57	Cc1cccc(NC(=O)C2CCCN2C(=O)OCC(C)C)c1C (stereo not drawn)	-6	-0.66
0.9	Cn1cccc1-c1cc(C(=O)O)[nH]n1	nt	0.71
-2	CC12CCC(C(=O)N(NC(=O)c3ccccc3O)C1=O)C2(C)C (stereo not drawn)	8	-0.67
1.2	Cc1cc(-c2nc3ncccc3o2)ccc1N	-50	1.5
